Bioassay records: PubChem BioAssay, National Center for Advancing Translational Sciences (NCATS)
IL1B secr inh = qHTS for Inhibitors of Inflammasome Signaling: IL-1-beta AlphaLISA Primary Screen | activity change, % at 57.5 µM | THP-1 LPS/ATP IL-1B secretion, AlphaLISA, 16 h; hits give low values | 360,000 tested, 4.7% active; in the data active means activity change below about -50%; inconclusive means mostly about -30% to -49%; further: on the % scale 0 is the no-effect control and ±100 the full control effect
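THP-1 cells pretreated 1 hr with compounds (up to 57.5 uM final), then stimulated with LPS (250 ng/mL final) plus ATP (1.25 mM final); secreted IL-1B measured by AlphaLISA after 16 hr, decreased signal indicating inhibition.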
KB-V1 MDR tox = qHTS assay for MDR1-selective chemotherapeutics: Primary screen using the drug-selected MDR subline cells KB-V1 | Potency, µM (titrated, usually from 46.1 µM), for the others: at the highest dose activity change, negative = cytotoxicity, actives largely listed as cytotoxic | KB-V1 MDR cells viability, CellTiter-Glo, 72 h | 400,000 tested, 3.4% active; further: potency means the concentration at half of the fitted maximal effect; on the % scale 0 is the no-effect control and ±100 the full control effect; nearly all actives have a fitted effect of over 60% in size
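Luminescent ATP read-out (CellTiter-Glo, 10 min) measures survival of drug-selected KB-V1 MDR cells after 72 h, 37 degrees C compound exposure. Medium: phenol-red-free DMEM, 10% FBS. Values from fitted concentration-response curves.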
KB-3-1 cytotox = qHTS assay for MDR1-selective chemotherapeutics: Primary screen using the parental adenocarcinoma cell KB-3-1; 400,000 tested, 1.4% active; KB-3-1 viability, CellTiter-Glo ATP luminescence, 72 h; AID 1347075, 2019; Potency, µM (top dose mostly 46.1 µM), for inactives: at the top dose activity change, negative = cytotoxic, hits mostly cytotoxic; further: potency means the concentration at half of the fitted maximal effect; on the % scale 0 is the no-effect control and ±100 the full control effect; nearly all actives have a fitted effect of over 60% in size
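Parental KB-3-1 adenocarcinoma cells in phenol-red-free DMEM with 10% FBS were pin-treated with compounds at several concentrations, incubated 72 h at 37 °C, and viability read by CellTiter-Glo luminescence; concentration-effect curves were fitted after normalization.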
HT1080 IDH1KD tx = qHTS for induction of synthetic lethality in tumor cells producing 2HG: qHTS for the HT-1080-IDH1KD cell line. HT-1080 IDH1 knockdown viability, ATP luminescence, 48 h. Potency, µM (titrated, usually from 46.1 µM), for the others: top-dose activity, negative = toxicity, hits mostly cytotoxic. 360,000 tested, 2% active. AID 686971, 2013;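 further: potency means the concentration at half of the fitted maximal effect; 0% = DMSO wells and -100% = cell-free medium wells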
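Assay cells: HT-1080 with IDH1 knockdown, 750 per well, RPMI/5% FBS. Exposure: 48 h at 37 °C following 2 h pre-incubation. Read: CellTiter-Glo luminescence; fitted concentration-response, curve class assigned.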
SW480 rereplic = A quantitative high throughput screen for small molecules that induce DNA re-replication in SW480 colon adenocarcinoma cells; SW480 DNA re-replication, Hoechst DNA content imaging, 48 h; Potency, µM (top dose mostly 46.1 µM), for inactives: at the highest dose re-replication activation, usual class: activators; 340,000 tested, 1.8% active; AID 624297, 2012; further: potency means the concentration at half of the fitted maximal effect; % of control where 0% means no effect; nearly all actives have a fitted effect of over 55% in size
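Readout is total intensity of Hoechst-stained nuclei, excited at 405 nm and collected at 500-530 nm. Compound treatment lasted 48 hr at 37 C in 5% CO2 before staining.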
HT1080NT lethal = qHTS for induction of synthetic lethality in tumor cells producing 2HG: qHTS for the HT-1080-NT fibrosarcoma cell line; HT-1080-NT fibrosarcoma viability, CellTiter-Glo ATP luminescence, 48 h; Potency, µM (highest dose often 46.1 µM), inactives show at the top dose activity, negative = less viability, actives largely listed as cytotoxic; 360,000 tested, 1.6% active;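 further: NT is the 2HG producing partner of a matched IDH1 knockdown line; potency means the concentration at half of the fitted maximal effect; 0% = DMSO-treated cells and -100% = media-only wells without cells; nearly all actives have a fitted effect of over 55% in size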
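A 48-hour cytotoxicity screen used HT-1080-NT cells plated 2 hours before compound delivery. ATP-based CellTiter-Glo luminescence measured viability, normalized to DMSO and no-cell controls.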
MCF10A rereplic = A quantitative high throughput screen for small molecules that induce DNA re-replication in MCF 10a normal breast cells | MCF 10A DNA re-replication, Hoechst nuclear intensity, 48 h | Potency, µM (doses to about 46.1 µM), for inactives: at the top dose activity, positive = re-replication, usual class: activators | 350,000 tested, 2.9% active | AID 624296, 2012; further: potency means the concentration at half of the fitted maximal effect; % of control where 0% means no effect; nearly all actives have a fitted effect of over 50% in size
GLP1R cytotox = qHTS of GLP-1 Receptor Inverse Agonists: Cytotox Screen | HEK293 cAMP-luciferase reporter cells, luminescence, 24 h | 410,000 tested, 0.13% active | Potency, µM (titrated, usually from 38.3 µM), for the others: at the highest dose activity change, negative = inhibition, actives largely listed as inhibitors;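 further: loss of luciferase light is scored as toxicity; potency means the concentration at half of the fitted maximal effect; on the % scale 0 is the no-effect control and ±100 the full control effect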
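Luminescence readout: signal drop marks cytotoxicity. Plated cells grew 12 h at 37 °C, 5% CO2, received 23 nL compound for 24 h, then got luciferase reagent, read after 12 min at RT.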
DRD3 agonist = qHTS of D3 Dopamine Receptor Agonist: qHTS. D(3) dopamine receptor (Homo sapiens), P35462. D3R DiscoveRx beta-arrestin cells, luminescence, 90 min. max activation, %. 410,000 tested, 0.58% active. AID 652048, 2013; in the data active means max activation above about 30%; further: 0% is about no effect; mostly tested at two doses, the higher about 12 µM
Target sequence (P35462 whole entry, looked up): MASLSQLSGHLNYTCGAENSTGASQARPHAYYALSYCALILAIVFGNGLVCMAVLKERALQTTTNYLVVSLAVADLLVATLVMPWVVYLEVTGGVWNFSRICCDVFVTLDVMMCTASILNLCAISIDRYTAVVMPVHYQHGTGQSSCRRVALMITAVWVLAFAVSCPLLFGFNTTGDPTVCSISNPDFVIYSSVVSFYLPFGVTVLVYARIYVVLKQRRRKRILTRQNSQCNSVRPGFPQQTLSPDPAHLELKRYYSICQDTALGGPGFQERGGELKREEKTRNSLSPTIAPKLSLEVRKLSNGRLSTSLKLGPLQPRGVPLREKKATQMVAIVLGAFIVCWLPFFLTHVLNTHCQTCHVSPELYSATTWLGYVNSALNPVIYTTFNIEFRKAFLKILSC
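Cells at 1500/well, incubated overnight, then treated with pinned compounds (dopamine as control) for 90 min at 37 degrees C. DiscoveRx reagent added for 30 - 60 minutes at room temperature; luminescence read.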
Numbers without * were called inactive; [ ] = dose if it differs, or a comment. Unless noted, the call rests on the fitted dose curve; in most records, active means well fitted curve in the direction sought with a large enough effect; inconclusive means small, poorly fitted or top-dose-only effect, or another doubt; inactive means no such curve, though single readings can be large; an effect the other way counts as inactive or inconclusive. Outcome played no part in choosing rows; 11% or so of the library scored in one or more.

Screening COCc1cc(C)nc(OCC(=O)N/N=C/c2ccc(-c3cc([N+](=O)[O-])ccc3Cl)o2)c1C#N returned IL1B secr inh 1, KB-V1 MDR tox -5%, KB-3-1 cytotox 0%, HT1080 IDH1KD tx 4%, SW480 rereplic 0%, HT1080NT lethal 27%, MCF10A rereplic -5%, GLP1R cytotox 1%[7.66 µM] and DRD3 agonist 1.
For COc1ccc(-c2cc3nc(C)cc(N4CCN(C(=O)c5ccoc5)CC4)n3n2)cc1 the results were IL1B secr inh inconclusive, KB-V1 MDR tox inconclusive, KB-3-1 cytotox -2%, HT1080 IDH1KD tx 0%, HT1080NT lethal 7%, GLP1R cytotox -11% and DRD3 agonist 8.
For CCOC(=O)c1c(NC(=O)COc2ccc(Cl)cc2C)sc(C(C)=O)c1C the results were KB-V1 MDR tox -3%, KB-3-1 cytotox 0%, GLP1R cytotox 0% and DRD3 agonist 8.
CC(=NCCCN(C)C)C1=C(O)c2ccccc2C1=O was read as IL1B secr inh 8, KB-V1 MDR tox 10%, KB-3-1 cytotox 3%, HT1080 IDH1KD tx -3%, SW480 rereplic inconclusive, HT1080NT lethal 0%, MCF10A rereplic -34%[inhibitor], GLP1R cytotox 17% and DRD3 agonist -4.
CCc1ccc2occ(CC(=O)Nc3c(C(=O)Nc4ccc(C)cc4)oc4ccccc34)c2c1 was read as KB-V1 MDR tox 7%, KB-3-1 cytotox 7%, GLP1R cytotox 21% and DRD3 agonist 11.
`FC(F)(F)c1cc(C(F)(F)F)c2ccc(N/N=C/c3ccccc3)nc2n1` gave IL1B secr inh -8, KB-V1 MDR tox 9%, KB-3-1 cytotox -2%, HT1080 IDH1KD tx 19%, SW480 rereplic -2%, HT1080NT lethal 17%, MCF10A rereplic 0%, GLP1R cytotox -11% and DRD3 agonist 1.
Screening CCOc1ccccc1C(=O)OCC(=O)Nc1nnc(-c2ccccc2)o1 returned IL1B secr inh 15, KB-V1 MDR tox inconclusive, KB-3-1 cytotox -6%, HT1080 IDH1KD tx -14%, SW480 rereplic -2%, HT1080NT lethal -3%, MCF10A rereplic 12%, GLP1R cytotox -10% and DRD3 agonist -5.
Cc1nc2ccccc2c(=O)n1NC(=O)/C=C/c1ccccc1 was read as IL1B secr inh 21, KB-V1 MDR tox 4%, KB-3-1 cytotox 4%, HT1080 IDH1KD tx 13%, SW480 rereplic -4%, HT1080NT lethal 18%, MCF10A rereplic 1%, GLP1R cytotox 5% and DRD3 agonist 2.
Screening CCOP(=O)(C1=C(O)C(=O)C(C(C)(C)C)=CC1=O)c1ccccc1 (stereo not drawn) returned IL1B secr inh 35, KB-V1 MDR tox inconclusive, KB-3-1 cytotox 0%, HT1080 IDH1KD tx 3%, SW480 rereplic -6%, HT1080NT lethal 8%, MCF10A rereplic 10%, GLP1R cytotox -1% and DRD3 agonist 0.
For COc1cc(C(=O)Nc2nc(C)cc(C)n2)cc(OC)c1OC the results were IL1B secr inh 6, KB-V1 MDR tox 11%, KB-3-1 cytotox 0%, HT1080 IDH1KD tx -8%, SW480 rereplic -8%, HT1080NT lethal 5%, MCF10A rereplic -2%, GLP1R cytotox 12% and DRD3 agonist 0.
Screening COc1ccc(S(=O)(=O)c2c(O)c3ccc(C(=O)Nc4ccccc4Cl)cc3[nH]c2=O)cc1 returned IL1B secr inh -7, KB-V1 MDR tox 15%, KB-3-1 cytotox 8%, HT1080 IDH1KD tx 11%, SW480 rereplic -9%, HT1080NT lethal 8%, MCF10A rereplic -3%, GLP1R cytotox -3% and DRD3 agonist -2.
Screening CCCOc1cccc(NC(=O)c2c(-c3ccccc3Cl)noc2C)c1 returned KB-V1 MDR tox 3%, KB-3-1 cytotox -27%, GLP1R cytotox 23% and DRD3 agonist 4.
For Cc1cccc(NC(=O)c2cc(NC(=O)c3ccco3)ccc2Cl)n1 the results were IL1B secr inh 0, KB-V1 MDR tox -15%, KB-3-1 cytotox 2%, HT1080 IDH1KD tx -2%, SW480 rereplic 5%, HT1080NT lethal -12%, MCF10A rereplic 1%, GLP1R cytotox -10% and DRD3 agonist 4.
`COc1ccc(NC(=O)C2Cc3c(-c4ccco4)ccnc3O2)cc1OC` (stereo not drawn) gave IL1B secr inh -2, KB-V1 MDR tox inconclusive, KB-3-1 cytotox 0%, HT1080 IDH1KD tx -23%, HT1080NT lethal -4%, GLP1R cytotox 3% and DRD3 agonist 8.
For CC(C)n1c(-c2ccco2)csc1=Nc1cccnc1 the results were IL1B secr inh 0, KB-V1 MDR tox inconclusive, KB-3-1 cytotox inconclusive, HT1080 IDH1KD tx inconclusive, SW480 rereplic -3%[9.22 µM], HT1080NT lethal inconclusive, MCF10A rereplic 1%, GLP1R cytotox -17% and DRD3 agonist 1.

Pulled one by one from the list above (2):
For CCOC(=O)c1c(NC(=O)COc2ccc(Cl)cc2C)sc(C(C)=O)c1C the results were KB-V1 MDR tox -3%, KB-3-1 cytotox 0%, GLP1R cytotox 0% and DRD3 agonist 8.
Screening CCOc1ccccc1C(=O)OCC(=O)Nc1nnc(-c2ccccc2)o1 returned IL1B secr inh 15, KB-V1 MDR tox inconclusive, KB-3-1 cytotox -6%, HT1080 IDH1KD tx -14%, SW480 rereplic -2%, HT1080NT lethal -3%, MCF10A rereplic 12%, GLP1R cytotox -10% and DRD3 agonist -5.

The list goes on.
O=C(c1ccc(Cl)c(Cl)c1)N1CCC(=O)N([C@H](COCc2cccc(C(F)(F)F)c2)Cc2ccccc2)CC1 was read as IL1B secr inh -12, KB-V1 MDR tox inconclusive, KB-3-1 cytotox inconclusive, HT1080 IDH1KD tx inconclusive, HT1080NT lethal inconclusive, GLP1R cytotox -29% and DRD3 agonist 1.
CCCN1CCN(C(=O)c2ccc(CS(=O)c3ccc(Cl)cc3)o2)CC1 (stereo not drawn) was read as IL1B secr inh -13, KB-V1 MDR tox 5%, KB-3-1 cytotox 18%, HT1080 IDH1KD tx 8%, SW480 rereplic inconclusive, HT1080NT lethal 25%, MCF10A rereplic 0%, GLP1R cytotox -8% and DRD3 agonist -22.
For c1ccc2c(c1)CN1CCCC1=N2 the results were IL1B secr inh 2, KB-V1 MDR tox -1%, KB-3-1 cytotox -2%, HT1080 IDH1KD tx 23%, SW480 rereplic -8%, HT1080NT lethal 2%, MCF10A rereplic 3%, GLP1R cytotox 5% and DRD3 agonist -3.
For Cc1ccccc1S(=O)(=O)N1CCN(C)CC1 the results were IL1B secr inh -7, KB-V1 MDR tox 23%, KB-3-1 cytotox -3%, HT1080 IDH1KD tx 7%, SW480 rereplic 11%, HT1080NT lethal 9%, MCF10A rereplic inconclusive, GLP1R cytotox -1% and DRD3 agonist -2.
COc1cc2c(cc1OC)C(=O)N1[C@H]3c4cc(Cl)ccc4OC[C@@H]3[C@H](c3ccccc3)[C@]1(C)C(=O)N2 was read as IL1B secr inh -50*, KB-V1 MDR tox inconclusive, KB-3-1 cytotox inconclusive, HT1080 IDH1KD tx inconclusive, SW480 rereplic inconclusive, HT1080NT lethal -11%, MCF10A rereplic 9.2µM*, GLP1R cytotox -11% and DRD3 agonist -2.
Cc1occc1C(=O)Nc1c(Cl)cccc1Cl was read as IL1B secr inh -4, KB-V1 MDR tox inconclusive, KB-3-1 cytotox -4%, HT1080 IDH1KD tx 12%, SW480 rereplic -9%, HT1080NT lethal 10%, MCF10A rereplic -3%, GLP1R cytotox 1% and DRD3 agonist 7.
`O=C(Nc1nnc(Cc2ccc(Cl)cc2)s1)c1ccco1` gave IL1B secr inh 3, KB-V1 MDR tox -23%, KB-3-1 cytotox -3%, HT1080 IDH1KD tx 18%, SW480 rereplic -1%, HT1080NT lethal -27%, MCF10A rereplic 4%, GLP1R cytotox -4% and DRD3 agonist -6.
For CCOC(=O)C1=CN(Cc2cccc(F)c2)S(=O)(=O)N(CC)C1c1ccccc1 (stereo not drawn) the results were IL1B secr inh -16, KB-V1 MDR tox inconclusive, KB-3-1 cytotox inconclusive, HT1080 IDH1KD tx 0%, SW480 rereplic inconclusive, HT1080NT lethal 0%, MCF10A rereplic -43%[inhibitor], GLP1R cytotox 2% and DRD3 agonist 0.
CCN1C(=O)c2cccc3c(S(=O)(=O)N(C(=O)c4ccncc4)c4ccc(OC)cc4)ccc1c23 was read as IL1B secr inh 56, KB-V1 MDR tox inconclusive, KB-3-1 cytotox -6%, HT1080 IDH1KD tx 0%, SW480 rereplic -10%, HT1080NT lethal 1%, MCF10A rereplic inconclusive, GLP1R cytotox -26% and DRD3 agonist 10.
For CC1(C)Cc2c(sc(NC(=O)c3ccccc3)c2C(=O)O)CO1 the results were IL1B secr inh 9, KB-V1 MDR tox inconclusive, KB-3-1 cytotox inconclusive, HT1080 IDH1KD tx inconclusive, SW480 rereplic -8%, HT1080NT lethal -26%, MCF10A rereplic -9%, GLP1R cytotox inconclusive and DRD3 agonist -3.
For S=c1nc(-c2ccccc2)[nH]c2ccc(Br)cc12 the results were IL1B secr inh 18, KB-V1 MDR tox -13%, KB-3-1 cytotox 0%, HT1080 IDH1KD tx -7%, SW480 rereplic -16%, HT1080NT lethal -2%, MCF10A rereplic 0%, GLP1R cytotox inconclusive and DRD3 agonist -1.
Screening CC(C)OCC(O)CN1CCC(Cc2ccccc2)CC1 (stereo not drawn) returned IL1B secr inh 5, KB-V1 MDR tox 10%, KB-3-1 cytotox -2%, HT1080 IDH1KD tx 2%, SW480 rereplic 0%, HT1080NT lethal 0%, MCF10A rereplic 0%, GLP1R cytotox 0% and DRD3 agonist -8.
